PMI activator – activators of human phosphomannose isomerase; P34949; 190,000 tested, 0.005% active; activation factor at 20 µM; purified human PMI, coupled resazurin fluorescence, 20 min; active compounds read high; 1 = vehicle control, 0 substrate-free wells;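 active = activation factor of 2 or more at 20 µM, relative to plate controls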
Target sequence (P34949 whole entry, looked up): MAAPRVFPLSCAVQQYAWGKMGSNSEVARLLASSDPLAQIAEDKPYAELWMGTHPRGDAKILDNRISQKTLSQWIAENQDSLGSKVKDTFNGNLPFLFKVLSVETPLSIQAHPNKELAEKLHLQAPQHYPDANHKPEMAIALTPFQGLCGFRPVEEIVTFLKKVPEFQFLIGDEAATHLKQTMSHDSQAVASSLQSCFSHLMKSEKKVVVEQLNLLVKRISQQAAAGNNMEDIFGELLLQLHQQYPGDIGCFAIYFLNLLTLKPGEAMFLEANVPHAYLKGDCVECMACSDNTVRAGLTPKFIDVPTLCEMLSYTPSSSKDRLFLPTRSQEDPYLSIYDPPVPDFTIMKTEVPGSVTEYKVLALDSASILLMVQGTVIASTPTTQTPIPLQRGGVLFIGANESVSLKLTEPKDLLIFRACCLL
Diaphorase inh – diaphorase inhibition or chemical oxidation counter-screen; diaphorase resazurin-to-resorufin fluorescence, NADH, 16 min; bacterial (C. kluyveri) enzyme, not human; inhibition, % at 20 µM; 190,000 tested, 0.69% active; AID 1217;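 active = primary screen inhibition at 20 µM above a set limit, cut at about 50% in these data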;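 also: plate controls were DMSO with full reaction for no effect and wells lacking NADH for full effect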
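Detection: fluorescence of resorufin formed from resazurin, Ex 544/Em 590 nm; test system: Clostridium kluyveri diaphorase enzyme; amount: 0.14 U/mL diaphorase, enzyme working solution; times: 16-min room-temperature incubation before reading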
FLuc act counter – firefly luciferase counter-screen for stimulation assays; activation factor at 10 µM; ATPlite luciferase biochemical, luminescence, 10 min; 0 = ATP-free wells, 1 = DMSO control; 200,000 tested, under 10 active; P08659;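 active = luciferase activation factor, scaled between plate controls, of at least 2 with compound at 10 µM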
Target sequence (P08659 whole entry, looked up): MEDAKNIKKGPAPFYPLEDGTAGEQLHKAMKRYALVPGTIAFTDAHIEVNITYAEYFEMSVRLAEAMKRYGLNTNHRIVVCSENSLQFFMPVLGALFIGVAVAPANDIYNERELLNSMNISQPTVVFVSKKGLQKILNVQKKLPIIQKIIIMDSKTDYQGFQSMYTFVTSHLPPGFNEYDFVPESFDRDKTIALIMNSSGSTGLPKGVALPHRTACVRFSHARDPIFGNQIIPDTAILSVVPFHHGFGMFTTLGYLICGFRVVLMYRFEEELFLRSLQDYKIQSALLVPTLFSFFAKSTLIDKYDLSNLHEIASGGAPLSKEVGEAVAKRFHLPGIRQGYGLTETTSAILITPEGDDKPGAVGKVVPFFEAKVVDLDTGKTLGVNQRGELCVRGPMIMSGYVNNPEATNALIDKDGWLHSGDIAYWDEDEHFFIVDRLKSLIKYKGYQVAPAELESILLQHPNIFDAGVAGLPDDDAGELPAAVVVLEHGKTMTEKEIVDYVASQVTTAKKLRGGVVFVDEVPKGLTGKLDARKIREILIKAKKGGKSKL
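Assay system: Luciferase/luciferin reagent mix; Medium: PBS as buffer for the ATP substrate; Dosing: test compounds dosed from 2 mM stocks in 100% DMSO; Times: 10 min, room temperature; Signal: luminescence from luciferase reaction; Read-out: luciferase activation; Controls: No-ATP low control, compound-free enzyme-plus-ATP high control.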
TNAP inh hiacc – inhibitors of human TNAP at high phosphate acceptor concentration. inhibition, % at 20 µM. 200,000 tested, 0.03% active. AID 1135. purified TNAP, CDP-star luminescence, 1 M DEA. P05186;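 active = over 50% inhibition of tissue-nonspecific alkaline phosphatase at 20 µM in the single-dose screen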;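 also: plate controls were DMSO wells for no effect and EDTA-quenched wells as full inhibition for full effect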
Diaphorase act – diaphorase activation or chemical reduction counter-screen; Diaphorase/resazurin coupled assay, resorufin fluorescence, 16 min; active compounds read high; 1 = vehicle wells, 0 = NADH-free wells; activation factor at 20 µM; 190,000 tested, 0.005% active;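 active = diaphorase activity raised at least twofold by the compound at 20 µM; inactive = activation factor below 2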
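Material: purified diaphorase enzyme from Clostridium kluyveri / Medium: HEPES pH 7.4 buffer with MgCl2 and Tween 20 / Schedule: enzyme reaction of 16 min at room temperature / Measured by: resorufin fluorescence, excitation 544 nm, emission 590 nm / Evaluation: rise in resorufin formation, marking diaphorase activation or chemical reduction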
Efa HMGR inh – blocks class II HMG-CoA reductase of Enterococcus faecalis | purified E. faecalis HMGR, NADPH absorbance 340 nm kinetic | inhibition, % at 10 µM | 190,000 tested, 0.41% active | AID 1066;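 active = inhibition above a set limit, the median over all tested compounds plus 3 SD, cut at about 9.5% in these data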;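 also: enzyme runs in reverse so mevalonate oxidation gives rising NADPH absorbance; 0% = complete reaction with DMSO and 100% = background rate lacking mevalonate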
TNAP act hi DEA – activators of human TNAP at high phosphate acceptor concentration; purified TNAP, CDP-star luminescence, 1 M DEA, 30 min; active compounds read high; 0 = EDTA background, 1 = DMSO-only activity; activation factor at 20 µM; 200,000 tested, under 10 active;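 active = activation factor at least 2 at 20 µM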
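system = human TNAP | amount = enzyme diluted 1/800 final | reagent = 100 µM CDP-star substrate | signal = luminescent substrate turnover signal | dosing = one dose, 20 µM | benchmarks = EDTA negative control, DMSO positive control | measure = activation factor | timing = 30 min reaction, room temperature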
G6PDH counter – L. mesenteroides G6PDH inhibition counter-screen; AID 1020; Purified L. mesenteroides G6PDH, diaphorase/resazurin coupled fluorescence, 45 min; 200,000 tested, 0.12% active; inhibition, % at 5 µM; in the data active = inhibition above about 50%
PMI act hi M6P – activators of human phosphomannose isomerase at near-saturating mannose 6-phosphate; coupled PMI enzyme assay, resazurin fluorescence, 20 min; active compounds read high; 1 = untreated enzyme, 0 = substrate-free blank; activation factor at 20 µM; 190,000 tested, 0.34% active; AID 1216;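 active = activation factor of 2 or more at 20 µM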
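Material: human phosphomannose isomerase with PGI, G6PDH, diaphorase coupling enzymes. Quantity: 15 ng/mL PMI. Medium: HEPES pH 7.4 buffer with MgCl2 and Tween-20. Reagent: Near-saturating mannose-6-phosphate, 1.0 mM. Compound: 20 µM single dose. Times: enzyme reaction with compound 20 min at room temperature. Detection: resorufin fluorescence at Ex 544/Em 590 nm.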
TNAP inh no acc – blocks human TNAP activity with no phosphate acceptor present; P05186; 200,000 tested, 0.26% active; inhibition, % at 20 µM; purified TNAP, CDP-star luminescence, 30 min;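 active = tissue-nonspecific alkaline phosphatase inhibition above about 50% at 20 µM in the single-dose screen, limit read from the data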;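 also: 0% = DMSO negative control and 100% = EDTA positive control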
The depositor's hits bear a star; / = no result given.

SMILES	PMI activator	Diaphorase inh	FLuc act counter	TNAP inh hiacc	Diaphorase act	Efa HMGR inh	TNAP act hi DEA	G6PDH counter	PMI act hi M6P	TNAP inh no acc
C/C(=N\NC(=O)c1cccc(N/N=C(\C)c2cc(O)ccc2O)c1)c1cc(O)ccc1O	1.8	15	0.8	1	0.8	-1	1	-11	3*	76*
CN(Cc1cnn(C)c1)S(=O)(=O)c1cccc([N+](=O)[O-])c1	1.1	7	1.1	-7	0.9	-3	1.1	9	1.1	-13
COc1cc(-c2cc(C(=O)Nc3nc4ccccc4s3)c3ccccc3n2)cc(OC)c1OC	0.9	9	1	1	0.9	0	1	-21	1	-32
Cc1[nH]c2ccccc2c1C(=O)CN1CCCC1	1	9	1	-7	0.9	0	1.1	0	1	-13
Cn1c(O)c(N=NC(=O)c2cc(-c3cccs3)nc3ccccc23)c2ccccc21	1	17	1	-4	0.8	2	1	-2	0.9	0
COc1ccccc1NS(=O)(=O)c1ccc(N/N=C/c2c(C)nn(-c3ccccc3)c2N2CCCC2)c([N+](=O)[O-])c1	1	8	1	25	0.9	-1	0.7	-2	1	26
O=C(O)CCCC(=O)NCCc1ccncc1	0.9	18	1.1	-5	0.8	6	1.1	5	0.9	-15
CC(=O)Nc1sc(NC(=O)c2ccc(C)cc2)nc1-c1cccs1	1	10	1	-5	0.9	-1	1.1	0	0.9	-10
CCc1cccc(CC)c1NC(=O)CO/N=C(\N)CC(=O)NC1CCCCC1	1	2	1.1	-4	1	2	1	-11	1	-7
Cc1cccc(NS(=O)(=O)c2ccc(Oc3ccccc3)cc2)n1	1	9	1.1	-2	0.9	-1	1	-18	1	-10
O=C(CNC(=O)c1ccccc1F)OCC(=O)N1CCCc2ccccc21	0.9	8	1	0	0.9	-6	1	-11	0.9	-7
CC(C(=O)Nc1ccccc1-c1ccccc1)N1CCCCC1 (configuration not stated)	1	4	1	-6	1	3	1.1	5	1.1	-12
COC(=O)Cc1n[nH]c(=S)[nH]c1=O	1.1	14	1.1	-6	0.9	0	1.1	6	0.9	8
COC(=O)c1ccc(C(NC(=O)OCc2ccccc2)/C(C)=C/[C@@H](C)C(=O)NCc2ccc(-c3ccccc3)cc2)cc1 (some centres not stated)	0.9	15	1.1	-10	0.8	14*	1.1	10	0.9	-25
O=c1c2ccccc2nnn1Cc1nnc(-c2ccccc2Br)o1	0.9	7	1	-3	0.9	-6	1	1	1.1	-7

3 structures from above, ordered by heavy-atom count, low to high.
SMILES	PMI activator	Diaphorase inh	FLuc act counter	TNAP inh hiacc	Diaphorase act	Efa HMGR inh	TNAP act hi DEA	G6PDH counter	PMI act hi M6P	TNAP inh no acc
O=C(O)CCCC(=O)NCCc1ccncc1	0.9	18	1.1	-5	0.8	6	1.1	5	0.9	-15
O=c1c2ccccc2nnn1Cc1nnc(-c2ccccc2Br)o1	0.9	7	1	-3	0.9	-6	1	1	1.1	-7
COC(=O)c1ccc(C(NC(=O)OCc2ccccc2)/C(C)=C/[C@@H](C)C(=O)NCc2ccc(-c3ccccc3)cc2)cc1 (some centres not stated)	0.9	15	1.1	-10	0.8	14*	1.1	10	0.9	-25

Back to the main list; the 2 compounds before the break are reprinted first.
SMILES	PMI activator	Diaphorase inh	FLuc act counter	TNAP inh hiacc	Diaphorase act	Efa HMGR inh	TNAP act hi DEA	G6PDH counter	PMI act hi M6P	TNAP inh no acc
COC(=O)c1ccc(C(NC(=O)OCc2ccccc2)/C(C)=C/[C@@H](C)C(=O)NCc2ccc(-c3ccccc3)cc2)cc1 (some centres not stated)	0.9	15	1.1	-10	0.8	14*	1.1	10	0.9	-25
O=c1c2ccccc2nnn1Cc1nnc(-c2ccccc2Br)o1	0.9	7	1	-3	0.9	-6	1	1	1.1	-7
COc1ccc(CCNC(=O)c2ccn[nH]2)cc1OC	1	5	1	-1	0.9	1	1	-1	1	-26
CCOC(=O)c1ccccc1N/C=C/C(=O)c1cccs1	1	14	0.9	6	0.9	-1	0.9	-8	0.9	-4
COC(=O)c1ccccc1NC(=O)CSc1nnnn1C1CCCCC1	0.9	14	1	-7	0.9	-1	1.1	-37	0.9	-9
O=C(NCCN1CCOCC1)Nc1ccc(Cl)cc1	1	1	1.1	-3	1	-2	1	4	0.9	-8
OCCN1CCN(CC(O)COc2ccc3c(c2)OCO3)CC1 (configuration not stated)	0.9	12	1	1	0.9	3	1	8	0.9	0
COc1ccc(-c2cc(C(=O)O)nc3ccc4ccccc4c23)cc1OC	1.2	1	0.3	-7	1	-5	1.1	8	1	-20
CCCNc1nc(N2CCOCC2)nc(N2CCOCC2)n1	1	6	1.1	-7	0.9	-2	1.1	8	1.1	-10
CCOC(=O)c1ccc(NC(=O)C2CC2)cc1	1	17	1	-6	0.8	-4	1.1	3	1	-16
CCOc1ccccc1N1CCN(S(=O)(=O)c2ccc3c4c(cccc24)C(=O)N3)CC1	0.6	41	1.1	-1	0.6	-3	1	10	0.8	-1
Cc1nn(-c2cc(N3CCNCC3)ccc2[N+](=O)[O-])c(=O)c2ccccc12	0.9	1	1	6	1	-1	0.9	17	1	4
O=C(Nc1ccc(-n2ccnc2P(=O)(O)c2ccccc2)cc1)c1ccccc1Br	0.9	13	1	-2	0.9	-5	1	2	1	-4
Cn1c(=O)c2c(nc(N3CCOCC3)n2CC(=O)c2ccccc2)n(C)c1=O	1	-14	0.9	3	1.1	/	1	1	1.2	-2
Cc1csc2nc(CSc3nc4ccccc4o3)cn12	1	-16	0.9	-6	1.2	-2	1.1	11	1.1	-3
CCOc1ccc(C(F)(F)F)cc1NC(=O)c1ccc(OC)c([N+](=O)[O-])c1	0.9	19	1	-3	0.8	-5	1	4	0.9	-6
Cn1c(=O)c2c(nc(SCC(=O)NCc3ccc4c(c3)OCO4)n2Cc2ccc(Cl)cc2)n(C)c1=O	0.9	15	1	1	0.8	-7	1	14	0.8	-4
C=CCNC(=O)C1CCN(c2ccc(S(=O)(=O)N3CCOCC3)cc2Cl)CC1	0.9	10	1.1	-7	0.9	-1	1.1	6	0.9	-12
CC(C)CN(CC(C)C)C(=O)CCCC(=O)N(CC(C)C)CC(C)C	1.1	8	1.1	-5	0.9	1	1.1	-3	1.1	-8
O=C(O)CCCNC(=O)/C=C/c1ccco1	1	-4	1	-2	1	-2	1	7	0.9	-8
O=C(C1CC1)N1N=C2CCCCC2C1(O)C(F)(F)F (configuration not stated)	1.1	14	1.1	-3	0.9	-1	1	6	1	-13
COc1cc(NC(=O)c2ccco2)c(C(=O)OCC(=O)Nc2ncc(Cl)cc2Cl)cc1OC	1	6	1.1	-5	0.9	2	1	-6	1	-10
COc1ccc(N2CCN(C(=O)CN(Cc3ccccc3)S(C)(=O)=O)CC2)cc1	0.9	12	1	1	0.9	-1	1	2	1	-10
CCOC(=O)/C(=N\Nc1ccccc1[N+](=O)[O-])c1csc(N)n1	1.1	15	1	8	0.9	-1	0.9	10	1	19
Cc1cccnc1NC(=O)C1CCN(S(=O)(=O)c2cccs2)CC1	0.9	8	1	-3	0.9	-1	1	9	0.9	-8
Cc1nn(C)c(C)c1N1C(=O)c2cccc3c(N)ccc(c23)C1=O	0.9	16	1.1	8	0.8	-2	0.9	-9	0.8	-18
Cc1nn(-c2ccccc2C(=O)O)c(=O)c2ccccc12	1	-5	1.1	-5	1	0	1	3	1.1	-1
CCc1nnc(NC(=O)CSc2nnc(CNC(=O)c3cc(OC)c(OC)c(OC)c3)o2)s1	0.9	19	1	2	0.8	-7	1	3	0.9	-7
CCOC(=O)CSc1ncnc2c1cnn2-c1ccccc1	0.8	17	0.8	-1	0.8	-3	1	1	0.9	-2
CCN(CC)C(=O)C1CCCN(Cc2ccc(OC)c(C)c2C)C1 (configuration not stated)	0.9	20	1	-1	0.8	-1	1	-9	1	1
CS(=O)(=O)c1nncn1-c1ccccc1	1	5	1	2	0.9	-1	1	3	1.1	-7
C=CCn1c(/N=C/c2ccc3c(c2)OCO3)nc2ccccc21	0.9	13	0.3	-2	0.9	1	1	6	0.9	-1
CCn1ncc(/C=N/NC(=O)c2ccc3c(c2)OCO3)c1C	0.9	20	0.8	-4	0.8	/	1	3	1	-14
CS(=O)(=O)Nc1nnc(SCC(=O)Nc2cccc([N+](=O)[O-])c2)s1	1.1	10	1.1	-1	0.9	-4	1	-3	1.1	4
Cc1cc(C)c2c(=O)[nH]c(=O)n(Cc3ccccc3)c2n1	1.1	-13	1	-7	1.1	2	1.1	2	1.1	-8
O=C(Nc1ccc(F)cc1)C1CCCN(S(=O)(=O)c2cccc3cccnc23)C1 (configuration not stated)	1	14	1.1	-4	0.9	-8	1	0	1	-11
COc1ccc(C)cc1NC(=O)CSc1nnnn1Cc1ccccc1	0.9	13	1	4	0.9	-1	1	-18	1	-6
COc1ccccc1N1CCN(C2=CC(=O)CCC2)CC1	1	10	1.1	-8	0.9	-6	1.1	5	1	-3
CN(CCCNC(=O)c1cccn2c(=O)c3ccccc3nc12)Cc1ccccc1	1	3	1.1	-5	1	-3	1	1	1	-10
O=C(C1=C[C@@H](C2CC2)C[C@@H](OCCCCO)O1)N1CCOCC1	0.9	18	1.1	-2	0.8	0	1	15	0.9	2
CC(C)(C)N1CC2(c3ccccc3)CN(C(C)(C)C)CC(c3ccccc3)(C1)C2=O	0.9	14	1.1	-5	0.9	-1	1	4	0.9	-8
CCC(C)(C(=O)NC1CCCCC1)N(CC1CCCO1)C(=O)c1ccccn1 (configuration not stated)	0.8	12	1	1	0.9	0	1	1	0.9	-5
O=C(CSc1ccc2nnc(-c3cccnc3)n2n1)NCc1ccc2c(c1)OCO2	1.1	13	1	0	0.9	-7	1	-15	1.2	-9
CC(C)c1ccccc1OCC(=O)NCC(c1cccs1)N1CCOCC1 (configuration not stated)	0.9	8	1	-4	0.9	-3	1	3	1	-5
CN(C)CCCNC(=O)/C(=C\c1ccc(-c2ccc(Br)cc2)o1)NC(=O)c1ccccc1	0.9	-2	1.1	-4	1	-4	1	14	1	-2
COc1cccc(C(=O)c2c[nH]c(C(=O)NCc3cccnc3)c2)c1	1.1	-8	1	-3	1.1	1	1	4	1.1	-13
CCc1cccc(CC)c1NC(=O)C1SC(=Nc2ccccc2C)C(c2nc3ccccc3s2)=C1N (configuration not stated)	1	17	1	-4	0.8	0	1	-1	1	-15
CC(C)(C)c1nc(SCC(=O)N2CCCC2)c2ccccc2n1	/	/	1	-1	/	0	1	3	/	-7
